Runt-SMMHC FRET – blocks binding of human RUNX1 Runt domain to CBFb-SMMHC; 220,000 tested, 0.74% active; Q01196+Q13951; Cerulean-Runt/Venus-CBFb-SMMHC FRET ratio 530/480, 1 h; inhibition, % at 20 µM;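 active = mean inhibition across duplicate retests at 20 µM reaching about 50%, limit read from the data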;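 note: 0% = DMSO wells and 100% = wells with excess untagged CBFb-SMMHC; inhibitors lower the FRET ratio by blocking Runt binding to CBFb-SMMHC; some results filed as inactive read as strong as hits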
Calpain2 inh – calpain II (pig) inhibition. inhibition, % at 16 µM. AID 1236. 220,000 tested, 0.37% active. purified calpain II, fluorogenic peptide substrate, 30 min;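 active = inhibition above about 50%, limit read from the data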
Tb hexokinase – T. brucei hexokinase 1 inhibition; recombinant TbHK1, G6PDH-coupled NADH A340; inhibition, % at 10 µM; 220,000 tested, 0.11% active; AID 1430;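 active = inhibition of 50% or more in the single-dose primary screen; inactive = inhibition below 50%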
NCF1 inh – blocks human p47phox regulatory protein of NADPH oxidases. inhibition, % at 24.7 µM. AID 1274. 220,000 tested, 0.53% active. P14598. p47phox/p22phox peptide binding, fluorescence polarization, 2 h;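 active = inhibition above about 30%, limit read from the data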;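 note: 0% = p47phox with labelled peptide and 100% = labelled peptide alone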
p97 inhibitor – blocks human p97 ATPase activity. P55072. recombinant p97 ATPase, Kinase-Glo ATP luminescence, 3 h. inhibition, % at 8 µM. 220,000 tested, 0.42% active. AID 1481; in the data active = inhibition above about 15%;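 note: 0% = DMSO vehicle and 100% = wells lacking enzyme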
Runt-CBFb FRET – Runt domain-CBFb interaction inhibition. Cerulean-Runt/Venus-CBFb FRET ratio 530/480, 1 h. 220,000 tested, 0.46% active. inhibition, % at 20 µM;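 active = inhibition over about 50% at 20 µM in the single-dose screen, limit read from the data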;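 note: 0% = DMSO wells and 100% = excess unlabeled CBFb competitor control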
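test system = Cerulean-Runt domain fusion protein, energy donor | probe or stimulus = Venus-CBFb binding partner, 100 nM | incubation = two 1 h room-temperature incubations shielded from light | detection = fluorescence energy transfer, 422 nm excitation, 530/480 nm emission | measure = loss of energy transfer signal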
Furin inh – inhibitors of human furin | purified furin, fluorogenic substrate cleavage | inhibition, % at 30 µM | P09958 | 220,000 tested, 0.061% active; in the data active = inhibition above about 25%; note: inactives centre near -15
Target sequence (P09958 108-714 limits assumed): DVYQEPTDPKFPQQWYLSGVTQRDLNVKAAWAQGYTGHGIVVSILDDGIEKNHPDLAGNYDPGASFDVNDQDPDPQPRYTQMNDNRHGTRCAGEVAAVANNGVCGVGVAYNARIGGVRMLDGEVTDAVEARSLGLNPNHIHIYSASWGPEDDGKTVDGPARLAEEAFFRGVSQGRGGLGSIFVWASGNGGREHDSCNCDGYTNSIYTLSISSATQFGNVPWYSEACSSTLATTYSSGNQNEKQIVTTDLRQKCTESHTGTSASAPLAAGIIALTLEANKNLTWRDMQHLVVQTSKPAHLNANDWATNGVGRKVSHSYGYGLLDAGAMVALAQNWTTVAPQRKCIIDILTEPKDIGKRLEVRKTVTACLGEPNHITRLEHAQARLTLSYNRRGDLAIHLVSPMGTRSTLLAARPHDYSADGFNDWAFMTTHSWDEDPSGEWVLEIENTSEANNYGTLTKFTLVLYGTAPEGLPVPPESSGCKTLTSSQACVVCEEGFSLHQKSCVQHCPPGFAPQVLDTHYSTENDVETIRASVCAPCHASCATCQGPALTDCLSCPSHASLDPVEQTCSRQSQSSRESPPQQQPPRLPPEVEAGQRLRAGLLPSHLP
RBBP9 inh – human RBBP9 hydrolase inhibition; 220,000 tested, 0.2% active; inhibition, % at 7.94 µM; recombinant RBBP9, FP-Rh probe fluorescence polarization;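 active = inhibition above the campaign mean of all tested compounds plus 3 SD, cut at about 14% in these data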;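 note: plate controls were DMSO wells with RBBP9 for no effect and wells lacking RBBP9 protein for full effect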
Target sequence (O75884 whole entry, looked up): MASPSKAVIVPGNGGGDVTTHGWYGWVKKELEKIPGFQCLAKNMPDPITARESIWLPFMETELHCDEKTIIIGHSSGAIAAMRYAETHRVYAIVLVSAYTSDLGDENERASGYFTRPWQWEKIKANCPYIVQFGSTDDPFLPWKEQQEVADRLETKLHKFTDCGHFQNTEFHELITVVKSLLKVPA
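Test system: recombinant human RBBP9. Quantity: 2.5 µM RBBP9 dispensing solution, before mixing. Detection: FP readout at 525/598 nm. Reagent: Serine-hydrolase probe FP-Rh, 375 nM pre-mixing. Measure: % inhibition. Control set: DMSO-treated enzyme wells and wells lacking RBBP9. Buffer or medium: Tris-NaCl-Pluronic buffer, pH 8.0. Times: preincubation 30 min plus labeling 45 min at 25 °C.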
EBV gp42 inh – EBV gp42 inhibition | 220,000 tested, 0.42% active | AID 1085 | inhibition, % (tested at 21.74 µM) | Fluorescence polarization binding assay, mP read-out | Q1HVG2; in the data active = inhibition above about 50%
Target sequence (Q1HVG2 whole entry, looked up): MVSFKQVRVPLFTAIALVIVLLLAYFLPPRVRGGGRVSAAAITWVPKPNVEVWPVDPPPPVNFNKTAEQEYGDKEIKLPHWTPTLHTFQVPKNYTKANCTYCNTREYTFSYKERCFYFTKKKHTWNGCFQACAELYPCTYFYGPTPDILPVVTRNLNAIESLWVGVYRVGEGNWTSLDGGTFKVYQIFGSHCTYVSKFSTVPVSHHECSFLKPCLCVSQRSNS
Starred values were filed as active, the others as inactive; [ ] = dose if it differs, or a comment. An unsorted share of the library. Share with any hit: about 2.7%.

molecule	Runt-SMMHC FRET	Calpain2 inh	Tb hexokinase	NCF1 inh	p97 inhibitor	Runt-CBFb FRET	Furin inh	RBBP9 inh	EBV gp42 inh
O=C(OCc1cc2ccccc2[nH]c1=O)c1cccc([N+](=O)[O-])c1	-1.1	2.3	-3.0	-7.8	0.8	-2.3	-12.0	-1.5	-10.6
COc1cccc(-n2nc3c(-n4ncc(C#N)c4N)nnc(C)c3c2C)c1	0.2	-4.3	-2.3	-15.9	4.2	2.1	-15.7[20 µM]	-3.6	-21.0
c1ccc(-c2cc(N3CCOCC3)nc(-c3ccccc3)n2)cc1	-1.9	-38.8	-4.3	-11.1	2.5	-1.4	-25.9	-7.5	3.5
Cc1c(Cl)sn(-c2ccc(Cl)cc2)c1=O	53.2*	-27.2	34.5	21.9	5.8	28.6	-13.9	-2.7	-21.7
Cc1ccc(C(=O)C[n+]2cc(-c3ccc(C)cc3)n3c2CCCCC3)cc1	-6.7	30.8	3.2	-5.4	4.5	0.9	-7.7[20 µM]	21.4*	-11.6
CCCCN(C)CCNC(=O)C(NC(=O)C1CCC(C)CC1)C(C)C (stereo not drawn)	4.5	-28.6	-3.7	-18.6	-0.1	-1.2	-27.4	0.5	-2.4
CCOC(=O)N1CCN(C(=O)c2cnn3ccccc23)CC1	-0.6	-18.5	-11.7	-16.6	4.7	1.0	-42.9	0.8	-28.0
Cc1cc(S(=O)(=O)NCc2ccccc2)ccc1OCC(=O)NCC1CCCO1 (stereo not drawn)	-26.6	-4.9	-1.4	-6.8	1.4	0.6	-20.2	2.9	-10.4
O=C(N/N=C(\Cc1ncc[nH]1)c1ccccc1)c1cccnc1	4.7	11.7	-11.7	-7.3	0.9	1.9	-23.3	10.9	-19.4
CCOC(=O)c1c(NC(=S)Nc2ccccc2)sc2c1CCN(CCc1ccccc1)C2	85.5	-195.2	4.4	-45.3	3.0	94.3*	-26.8[20 µM]	-15.1	-49.6
O=C(O)CCC(=O)Nc1nc2ccccc2s1	1.1	7.4	-2.4	-4.8	1.3	0.4	-3.8[20 µM]	2.8	0.6
Cc1ccccc1OCC(=O)NNC(=O)CSc1nc(N)cc(N)n1	10.8	0.9	-1.0	-6.3	0.6	15.3	-23.5	-3.9	-2.1
Cc1cccnc1NC(=O)/C=C/c1ccc2c(c1)OCO2	0.4	-95.0	-33.2	-5.3	4.2	-2.7	3.3	-13.4	-24.6
COc1ccc(S(=O)(=O)/N=C2/NC(=O)/C(=C\c3cc(OC)c(OC)cc3[N+](=O)[O-])S2)cc1	-13.5	-38.9	-18.3	-13.0	3.6	-2.0	-16.2[20 µM]	-0.1	-1.8
O=C(Nc1ccc(OC(F)(F)F)cc1)N1CCN(c2ccnc3cc(Cl)ccc23)CC1	-1.1	-1.7	-10.6	-4.2	4.0	0.2	-10.0	-15.4	-5.5

The results go on.
molecule	Runt-SMMHC FRET	Calpain2 inh	Tb hexokinase	NCF1 inh	p97 inhibitor	Runt-CBFb FRET	Furin inh	RBBP9 inh	EBV gp42 inh
Cc1ccc(C(=O)NC(=S)Nc2ccc(N3CCOCC3)cc2)c(C)c1	-3.0	4.3	3.9	2.2	-4.9	8.6	-14.8	-4.9	-8.1
CC12CCC(C(=O)N3CCCCC3)(CC1=O)C2(C)C (stereo not drawn)	-5.1	-3.0	-3.6	-8.0	4.0	0.5	-11.1[20 µM]	0.1	-26.0
CN1CCN(CCCCOc2ccc(F)cc2)CC1	-6.2	-10.9	-2.7	-42.8	0.8	1.1	-18.1	4.2	-24.3
C/C(CC(=O)Nc1ccc([N+](=O)[O-])cc1)=N/NC(=O)C1C2CCCCC21 (stereo not drawn)	-4.0	8.3	-24.1	4.5	-5.1	0.6	-4.2	0.5	-0.7
CC1CN(S(=O)(=O)c2cccc(C(=O)OC/C(O)=C(\C#N)c3nc4ccccc4[nH]3)c2)CC(C)O1 (stereo not drawn)	3.3	-71.3	-5.6	-50.5	-0.1	2.2	-23.0	-1.6	-36.2
Cc1ccccc1OCc1nnc(SCc2cc(=O)[nH]c3ccccc23)o1	-0.5	-0.9	-11.3	-7.0	-0.2	-0.4	-2.9[20 µM]	-2.9	-26.9
COc1ccc(-c2noc(-c3cccs3)n2)cc1OC	-1.1	8.9	-3.2	-3.8	-8.4	-0.7	-5.6	-3.6	-5.0
COCCn1nnnc1C(c1ccc(OC)c(OC)c1)N1CCc2ccccc21 (stereo not drawn)	-0.8	-47.5	-0.6	-10.8	6.3	41.3	-19.9	-11.0	-11.9
COc1ccc(Cl)cc1N1C(=N)SCC1=O	2.1	-14.9	-2.0	-9.1	8.1	1.4	-29.3	4.7	-21.5
CCC(CC)NC(=O)c1cccc(Oc2ccccc2)c1	3.6	1.5	-6.7	1.8	-0.6	-1.6	-21.6	6.4	-12.6
CN(C)S(=O)(=O)c1ccc(C(=O)OCc2ccc([N+](=O)[O-])cc2)cc1	-5.3	-14.1	-3.1	-8.8	2.5	0.9	-33.6	-11.3	-10.8
O=c1cc(CSc2nnnn2-c2ccccc2)[nH]c2[nH]n(-c3ccccc3)c(=O)c12	1.1	-40.1	-21.9	-19.9	1.6	0.8	-12.6[20 µM]	-0.7	-17.2
O=C(O)c1cnc(-c2ccccc2)nc1Sc1ccccc1Cl	0.1	-0.9	4.1	-14.6	3.6	1.2	-18.4[20 µM]	-2.9	-22.8
O=C(Nc1sccc1C(=O)NCc1ccco1)c1cccnc1	2.6	28.9	-20.3	-21.8	4.3	2.7	-26.6[20 µM]	-5.0	-23.1
Cn1c(N)c(C(=O)COC(=O)c2ccco2)c(=O)n(C)c1=O	2.2	-10.7	1.8	-12.1	3.5	-1.1	-22.3	-6.4	-27.1

Carrying on:
molecule	Runt-SMMHC FRET	Calpain2 inh	Tb hexokinase	NCF1 inh	p97 inhibitor	Runt-CBFb FRET	Furin inh	RBBP9 inh	EBV gp42 inh
CC(C)NC(=O)/C(C#N)=C/c1ccc(N(C)C)o1	-20.3	18.6	-8.4	-4.7	2.2	-9.1	5.6	5.9	-270.9
Cc1cc(=O)n2nc(-c3ccccc3)sc2c1C#N	3.6	-235.8	-11.3	6.0	-1.3	0.1	4.9	-2.2	3.8
COc1cccc(NC(=O)Cc2nnc(SCC(=O)NC(C)c3ccccc3)n2C)c1 (stereo not drawn)	1.1	1.7	-3.9	-5.8	-4.3	-0.3	-7.7[20 µM]	3.9	-3.2
COc1ccc(NC(=O)CCn2cccc2)c(OC)c1	-2.2	3.9	-4.6	2.6	4.5	-0.4	-22.5	7.2	-1.6
Cc1ccc(S(=O)(=O)Nc2cc(C(F)(F)F)ccc2N2CCOCC2)c(C)c1	-5.9	4.0	4.5	-17.8	1.5	-12.3	-6.4	-5.1	-9.3
COC(=O)c1oc2c(c1C)C1(CCC2)SCCS1	1.3	-20.3	5.3	-7.6	-5.1	0.7	-4.0[20 µM]	-8.9	-6.9
Cc1cccc(-c2nc(N)nc(N)n2)c1	0.3	-0.1	-11.6	3.5	3.2	0.4	-18.5	-5.5	-5.7
O=C1NCCN1Cc1ccc(F)cc1	3.0	-38.5	6.4	-9.7	2.4	2.2	-13.1[20 µM]	-5.0	-4.9
CCc1sc(C(=O)NC)cc1Br	-1.0	13.2	2.3	-0.9	-0.8	-0.2	-14.1[20 µM]	-4.7	-2.6
Cc1cc(C)c2c(=O)c3c(oc2c1)C(=O)N(CCO)C3c1cccc(O)c1 (stereo not drawn)	-0.2	17.6	-14.1	-9.2	0.5	2.8	-14.9	-10.8	-23.5
N#CC(C(=O)NC1CCCCC1)=C1CCCCCC1	-3.1	-0.9	2.4	-0.3	1.7	-1.2	-18.5	-0.6	-0.7
CC(NC(=O)Cn1cnc2c1c(=O)n(C)c(=O)n2C)c1ccccc1 (stereo not drawn)	3.1	-5.0	-1.1	-0.4	6.2	2.1	-13.2	-8.2	-23.6
O=C(CN(C(=O)CNC(=O)c1ccco1)c1ccc(Cl)c(Cl)c1)NC1CCCCC1	0.5	18.4	3.0	-14.5	-4.6	0.1	-20.7	-10.4	7.7
C=CCNC(=O)CC(=O)N/N=C/c1ccc(C(=O)OC)cc1	2.6	44.8	-1.6	-2.9	2.9	0.9	-16.3[20 µM]	3.1	6.5
Cn1c(NC(=O)C[n+]2cc(-c3ccc(Cl)c(Cl)c3)n3c2CCC3)cc(=O)n(C)c1=O	2.7	-0.7	16.8	-2.2	1.2	-2.4	-10.5	4.7	-14.8

2 entries from above, with each value named.
> COc1cccc(NC(=O)Cc2nnc(SCC(=O)NC(C)c3ccccc3)n2C)c1 (stereo not drawn)
  Runt-SMMHC FRET: 1.1; Calpain2 inh: 1.7; Tb hexokinase: -3.9; NCF1 inh: -5.8; p97 inhibitor: -4.3; Runt-CBFb FRET: -0.3; Furin inh: -7.7[20 µM]; RBBP9 inh: 3.9; EBV gp42 inh: -3.2

> COc1ccc(NC(=O)CCn2cccc2)c(OC)c1
  Runt-SMMHC FRET: -2.2; Calpain2 inh: 3.9; Tb hexokinase: -4.6; NCF1 inh: 2.6; p97 inhibitor: 4.5; Runt-CBFb FRET: -0.4; Furin inh: -22.5; RBBP9 inh: 7.2; EBV gp42 inh: -1.6

Going on with the list:
molecule	Runt-SMMHC FRET	Calpain2 inh	Tb hexokinase	NCF1 inh	p97 inhibitor	Runt-CBFb FRET	Furin inh	RBBP9 inh	EBV gp42 inh
O=C(O)Cn1nnn(-c2ccccc2)c1=S	-2.5	0.7	-0.1	-13.3	-5.8	-0.4	-11.0[20 µM]	-0.3	-0.6
CC(=O)c1ccc2c(c1)OCCOCCOc1ccccc1OCCOCCO2	-3.9	8.3	-10.6	-9.3	9.5	0.9	-14.4	6.1	-14.7
CC(=O)N1CCc2ccccc2C1CC(=O)O (stereo not drawn)	3.3	5.1	7.1	-3.7	-1.8	1.3	-13.9	-3.6	7.5
CCCC1(C(=O)OC)NC(c2cc(OC)c(OC)c(OC)c2)C2C(=O)N(CC)C(=O)C21 (stereo not drawn)	1.1	7.7	0.9	-5.9	6.4	-0.3	-10.5	-6.3	-13.2
CCc1ccc(/C=N/N2CCN(c3ccccn3)CC2)cc1	-2.2	-16.0	-3.5	-14.8	1.0	-2.6	-13.2	-10.3	0.2
C=CCn1c(Sc2ccccc2)nc2c1c(=O)[nH]c(=O)n2C	4.5	-15.0	1.0	-10.1	1.9	-2.2	-24.3[20 µM]	-1.2	4.4
Cc1cc(SCC(=O)N/N=C/c2ccco2)nc2ccccc12	-1.4	30.0	-0.7	-2.6	9.0	3.4	-23.4	-5.0	-13.3
O=C1NC(=O)c2cc(NC(=O)C3CCCO3)ccc21 (stereo not drawn)	1.5	-382.1	-7.2	-15.1	-3.8	2.2	-3.1[20 µM]	-6.9	-19.4
CCC(=O)Nc1cccc(NC(=S)NC(=O)c2cccc(C)c2)c1	3.2	15.8	-1.3	-20.3	1.6	5.3	-16.5	-4.9	-16.5
COc1ccc(C(NC(=O)c2ccc(=O)[nH]c2)C(=O)Nc2ccc(C(C)C)cc2)cc1 (stereo not drawn)	-7.1	-55.9	-6.5	-32.8	5.0	-4.4	-5.5	0.2	-7.6
CNCc1ccccc1Sc1cccc2ccccc12	0.4	-5.3	10.9	0.7	7.5	1.3	-26.6	4.1	1.0
CC(C)NC(=O)CNc1ccc(C(F)(F)F)cc1[N+](=O)[O-]	-1.2	-16.1	1.1	-4.1	0.5	-2.1	-33.4	1.5	-20.9
O=C(c1cccs1)N(C(=O)c1cccs1)c1ccccn1	0.4	22.2	1.6	-6.7	5.8	-1.1	-22.6	6.4	-0.9
COc1ccc(-c2ccc(CNCCCN3CCOCC3)o2)cc1Cl	3.4	-16.0	3.7	-5.0	2.1	3.8	-6.2	-1.7	-7.9
CCOc1ccc(N2C(=O)/C(=C/c3cc(OC)c(OC)c(OC)c3)N(CC(=O)OC)C2=S)cc1	-1.1	0.7	-18.9	-6.0	3.4	-9.1	-3.2[20 µM]	-7.8	-2.8
